Assay outcomes (PubChem BioAssay)
RPL19A TOR yeast: modulators of TOR pathway RPL19A-GFP in S. cerevisiae; percent response vs DMSO, % at 10 µM; AID 2025; 0.3% of 330,000 active; S. cerevisiae RPL19A-GFP strain, flow cytometry, 3 h; active compounds read low;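 active means percent response vs DMSO below 50%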;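 further: median channel GFP fluorescence of the barcoded RPL19A-GFP strain; ratio of sample median GFP to plate DMSO average so 100% = DMSO; lower means less RPL19A-GFP as with rapamycin TOR inhibition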
LAP4 TOR yeast: yeast TOR pathway LAP4-GFP modulation. GFP response vs DMSO, % at 10 µM. S. cerevisiae LAP4-GFP multiplex, flow cytometry GFP, 3 h; median GFP as percent of DMSO wells. 0.34% of 320,000 active;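 active means GFP response vs DMSO above a set limit, about the screen mean plus 3 SD, cut at about 150% in these data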
ZTA DNA inh: blocks Epstein-Barr virus ZTA, an EBNA-1 counter-screen; P03206; ZTA-DNA binding, fluorescence polarization; inhibition, % at 11 µM; 0.15% of 320,000 active; AID 2234; in the data active means inhibition above about 33%
MEP2 TOR yeast: modulators of TOR pathway MEP2-GFP in S. cerevisiae; 0.51% of 330,000 active; GFP response vs DMSO, % at 10 µM; S. cerevisiae MEP2-GFP strain, flow cytometry GFP, 3 h; 100% = DMSO control level;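 active means GFP response versus DMSO above a set limit, roughly screen mean plus 3 SD, cut at about 180% in these data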;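 further: median GFP fluorescence of the barcode-gated MEP2-GFP cells per well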
EBNA-1 inh: blocks EBNA-1 binding to DNA; inhibition, % at 14.8 µM; EBNA-1 DNA binding, fluorescence polarization; 0.34% of 300,000 active; in the data active means inhibition above about 28%
AHR activator: activators of human aryl hydrocarbon receptor; P35869; AHR-responsive luciferase reporter cells, luminescence; activation, % at 5 µM; 2.5% of 320,000 active; AID 2796; in the data active means activation above about 47%;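 further: 0% = vehicle wells and 100% = reference agonist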
proCasp7 act: counter-screen: procaspase-7 (human) activation. P55210. recombinant procaspase-7, Ac-DEVD-pNA absorbance 405 nm; D23A/D198A/D206A triple mutant, cannot self-cleave; scale: DMSO 0, 5 µM enzyme 100. activation, % at 8.5 µM. 0.093% of 330,000 active. AID 463210;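 active means percent activation above the screen-wide mean plus 3 SD, cut at about 25% in these data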
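Assay system: Uncleavable procaspase-7 mutant enzyme / Input: 2 µM procaspase-7 mutant as dispensed / Dosing: single nominal 8.5 µM compound dose, 0.8% DMSO final / Timing: 1 h enzyme–compound preincubation and 2 h substrate reaction, both 25 °C / Detection: p-Nitroaniline absorbance at 405 nm, read at 0 and 120 min / Replication: singlicate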
procasp3 activ: activators of human procaspase-3. P42574. recombinant procaspase-3 D3A, Ac-DEVD-pNA absorbance 405 nm. activation, % at 8.5 µM. 0.11% of 330,000 active;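 active means activation above the mean of all tested compounds plus 3 SD, cut at about 21% in these data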;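 further: 0% = DMSO alone and 100% = DMSO wells spiked with extra 5 µM PC-3 D3A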
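material = Procaspase-3 D3A mutant | probe or stimulus = Ac-DEVD-pNA | compound = single dose, 8.5 µM nominal compound, 0.8% DMSO | timing = 1 h preincubation, 2 h reaction | measured by = 405 nm absorbance of p-nitroaniline, reads at 0 and 120 min | benchmarks = DMSO-only low control, 5 µM PC-3 D3A high control | repeats = singlicate, each compound tested once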
Active calls of the source: *; . = not tested or not shown; [ ] = another dose, or the depositor's remark. Random draw from the library. Share with any hit: about 3.8%.

Structure,RPL19A TOR yeast,LAP4 TOR yeast,ZTA DNA inh,MEP2 TOR yeast,EBNA-1 inh,AHR activator,proCasp7 act,procasp3 activ
CCOC(=O)c1cnc2c(-c3ccccc3)c(-c3ccccc3)nn2c1C,102,93,-16,118,-15,2,0,5
Cc1ccc(-n2c(O)c(C=NC3CCS(=O)(=O)C3)c3ccccc3c2=O)c(C)c1 (stereo unspecified),104,104,2,98,-1,-2,6,-12
CCC(=O)Nc1cccc(-c2nnc(SCC(=O)c3ccccc3)n2C)c1,98,102,2,98,-10,8,-11,-7
O=C(Cc1ccccc1)NCCn1ccc2ccccc21,103,102,16,99,-5,3,5,-2
CCC(=O)c1cn(CCOc2ccccc2OC)c2ccccc12,96,82,-9,101,-7,24,-3,1
CCCc1cc(=O)c2ccc(OC/C(C)=N/O)cc2o1,98,111,10,98,9,4,0,1
CCCCN(C)Cc1c(O)ccc2c(-c3ccccc3)cc(=O)oc12,102,97,1,101,19,6,11,-5
O=C(CNCc1ccco1)Nc1ccc(Oc2ccccc2)cc1,91,80,-5,92,-6,2,-2,5
CCC(C(=O)NCc1ccco1)N(Cc1cccs1)C(=O)CNS(=O)(=O)c1ccccc1 (stereo unspecified),94,105,-5,105,0,4,6,2
COc1ccc(-n2c(=O)[nH]c3cc(C(=O)NCCc4ccc(Cl)cc4)ccc3c2=O)cc1OC,92,96,-3,94,25,1,0,7
CC1=C(C)CC(C(=O)Nc2ccc3c(c2)OCO3)C(C(=O)O)C1 (stereo unspecified),97,109,5,103,-6,12,-18,-26
O=C(CNCC1CCCO1)N1CCCCCC1 (stereo unspecified),96,101,3,92,-4,2,-2,3
CC1CCCN(C(=O)c2nn(C)c3c2CSc2ccccc2-3)C1 (stereo unspecified),103,101,5,98,4,20,-16,-11
CC(=O)C1C(c2ccc(C)cc2)c2c(noc2C)CC1(C)O (stereo unspecified),98,103,-8,97,-16,0,7,5
CC(C)C(NC(=O)c1ccccc1NC(=O)c1ccccc1)C(=O)NCCCn1ccnc1 (stereo unspecified),108,106,2,110,2,3,-9,-8
O=C(c1ccccc1)c1ccc(N2CCOCC2)c(F)c1,98,103,11,102,10,5,11,6
O=c1c2cc(F)ccc2[nH]c(=S)n1Cc1ccc(F)cc1,103,102,0,116,-7,1,-1,3
COc1ccc(C2(C)NC(=O)N(CC3CCCCC3)C2=O)cc1 (stereo unspecified),97,94,-9,99,2,-1,8,0
COc1ccc(-c2nc3scc(-c4ccccc4)n3n2)cc1,97,95,0,94,7,33,-2,2
Cc1ccc(S(=O)(=O)N2CCC(C(=O)NC3CCCC3)CC2)cc1Cl,105,100,-4,110,-2,-1,3,4
O=C(NCc1ccccc1C(F)(F)F)C1CC(c2cc(C(F)(F)F)cc(C(F)(F)F)c2)=NO1 (stereo unspecified),104,96,-4,103,9,1,-10,-1
CCN(CC)c1nc(C)c(C(=S)Nc2cc([N+](=O)[O-])ccc2Cl)s1,98,97,-3,98,2,0,-3,3
CN(C)c1ccc(S(=O)(=O)c2ccc(Cl)cc2)cc1,95,103,-6,99,-10,-1,2,10
Cc1cc2cc(CNC(=S)NC3CCCCC3)ccc2[nH]1,96,105,6,93,3,7,-11,-7
CC(=O)c1c(O)cc(C)n(-c2ccc(F)cc2)c1=O,108,70,6,102,2,1,1,-3
O=C(CCCSc1nc2ccccc2[nH]1)NC1CCCCC1,97,107,18,93,-1,5,10,4
CN1CCN(S(=O)(=O)c2ccc(Oc3cccc(C(F)(F)F)c3)nc2)CC1,101,112,8,106,4,2,9,-2
CC1(C)C(=O)OC(c2cccn2-c2cccc([N+](=O)[O-])c2)C2(CCCCC2)C1=O (stereo unspecified),103,95,10,106,0,3,7,2
O=S(=O)(NCc1ccc(F)cc1)c1ccc(-c2cnc(C3CC3)o2)cc1,103,101,-21,104,-10,8,3,2
O=C1c2ccccc2C2(c3ccccc3)NCCN12 (stereo unspecified),96,101,6,97,-2,-2,-1,3

One compound at a time, as listed above.
O=S(=O)(NCc1ccc(F)cc1)c1ccc(-c2cnc(C3CC3)o2)cc1 across the screens: RPL19A TOR yeast: 103; LAP4 TOR yeast: 101; ZTA DNA inh: -21; MEP2 TOR yeast: 104; EBNA-1 inh: -10; AHR activator: 8; proCasp7 act: 3; procasp3 activ: 2
CCC(=O)c1cn(CCOc2ccccc2OC)c2ccccc12 across the screens: RPL19A TOR yeast: 96; LAP4 TOR yeast: 82; ZTA DNA inh: -9; MEP2 TOR yeast: 101; EBNA-1 inh: -7; AHR activator: 24; proCasp7 act: -3; procasp3 activ: 1

The results go on:
Structure,RPL19A TOR yeast,LAP4 TOR yeast,ZTA DNA inh,MEP2 TOR yeast,EBNA-1 inh,AHR activator,proCasp7 act,procasp3 activ
COC(=O)Cc1c(C(=O)OC)nnn1-c1cccc(C(F)(F)F)c1,104,102,-20,101,2,-2,0,1
Cc1nc(N/C(N)=N/S(=O)(=O)c2ccc([N+](=O)[O-])cc2)nc2ccccc12,99,99,-16,108,-25,-3,5,9
CC1CC(=O)Nc2ccccc2N1S(=O)(=O)c1ccc(C(F)(F)F)cc1 (stereo unspecified),95[may fluoresce green],108[may fluoresce green],-11,111[may fluoresce green],0,0,3,5
Cc1ccc(Cl)c2c1NC(=O)C2(O)CC(=O)c1ccccc1O (stereo unspecified),108,109,4,105,0,11,7,2
CCOc1ccc(/C=C2\SC(N3CCCCC3)=NC2=O)cc1,101,116,2,106,-2,7,10,-2
COc1c2ccoc2cc2oc(C)cc(=O)c12,103,112,3,111,8,3,10,-4
CCCCOCCCN1CC(=O)N2[C@@H](Cc3c([nH]c4ccccc34)C2(C)C)C1=O,83,.,-8,94,-17,8,-5,-4
CCOc1ccccc1Nc1nc(N)nc(CSc2nncn2C)n1,97,94,-11,97,8,11,-6,-1
C[C@@H](NC(=O)C(=O)c1c[nH]c2ccccc12)c1ccccc1,94,98,-4,92,0,7,2,4
COc1ccc(OC)c(/C=C2\NC(=O)NC2=O)c1,107,91,-13,108,-9,2,-6,-6
CCCNC(=O)CN1C(=O)NC(Cc2c[nH]c3ccccc23)C1=O (stereo unspecified),102,102,-13,107,0,0,8,2
O=S(=O)(c1cccs1)n1nnc2ccccc21,99,97,-1,97,0,0,10,10
Cc1ccc(-c2nc(NCCN3CCOCC3)c3ccccc3n2)cc1,101,98,0,99,3,66*,7,3
CC(=O)c1ccc(NC(=O)Nc2ccncc2)cc1,111,109,0,108,6,0,7,2
Cc1ccccc1-n1c(SCC(=O)NCC2CCCO2)nc2c([nH]c3ccccc32)c1=O (stereo unspecified),103,100,-7,103,4,14,-2,7
CC(C)(C)NC(=O)CN(C(=O)C(=O)Nc1ccc2c(c1)OCCO2)C1CCCC1,104,97,-1,106,-14,0,0,5
COc1ccc(CN2CCNC(=O)C2CC(=O)N(C)Cc2ccon2)c(OC)c1 (stereo unspecified),92,110,4,92,-12,1,-2,-4
O=C(COC(=O)CCCNC(=O)c1ccc(Cl)cc1)Nc1cc(Cl)c(Cl)cc1Cl,100,85,11,98,-2,-2,-1,-3
NS(=O)(=O)c1ccc(CNC(=O)Cn2nc(C(F)F)cc2C(F)F)cc1,96,107,15,97,.,-1,1,3
COc1ccc(OC)c(-n2nnnc2SCC(=O)NCCc2ccccc2)c1,97,108,-22,99,-12,4,12,5
CC(=O)NNC(=O)CSc1nnc(-c2ccccc2)c(-c2ccccc2)n1,105,96,8,106,-15,0,-2,-6
COc1cccc(NC(=O)C2CCC(CNC(=O)[C@@H]3Cc4ccccc4CN3)CC2)c1 (stereo partly specified),90,89,-6,100,-1,2,-5,-4
O=C(CC1N=C2c3ccccc3N=C(SCc3ccc(Cl)cc3)N2C1=O)NCc1ccco1 (stereo unspecified),100,103,-6,107,-10,2,5,-3
CNC(=O)COC(=O)c1ccc(Cl)c(S(N)(=O)=O)c1,109,110,-13,111,-6,3,11,-3
COC(=O)C1CC(=O)N(c2ccc(C)cc2)C1 (stereo unspecified),105,100,-8,104,3,-1,11,2
Cc1nc2ccccc2c(-c2ccccc2)c1C(=O)c1ccccc1,105,105,-3,100,-3,5,3,4
OCCC#Cc1ccc(CN2CCN(Cc3ccsc3)C(CCO)C2)cc1 (stereo unspecified),106,112,14,104,3,-2,-1,0
COc1ccc(C(=O)Nc2c(N)nc(SCC(=O)N3CCC(C)CC3)[nH]c2=O)cc1OC,98,95,-1,96,2,-1,3,-1
O=C(/C=C/c1ccc[nH]1)c1ccc(F)cc1,99,95,-10,106,-1,-6,-8,-12
O=C(Cn1cnc2c(nnn2Cc2ccc(F)cc2)c1=O)N1CCCCC1,104,110,3,109,3,-1,2,-10

Continuation:
Structure,RPL19A TOR yeast,LAP4 TOR yeast,ZTA DNA inh,MEP2 TOR yeast,EBNA-1 inh,AHR activator,proCasp7 act,procasp3 activ
CCCCN(C)C(=O)CNC(=O)c1nn(-c2ccc(OC)cc2OC)c(=O)c2ccccc12,112,109,7,108,7,10,7,-3
Cc1ccc2nc(-c3ccc(NS(C)(=O)=O)cc3)cc(-c3ccccc3)c2c1,90,128,7,96,-9,3,1,5
CC1CCCCN1C(=O)/C=C/c1ccccc1[N+](=O)[O-] (stereo unspecified),104,90,-1,103,1,6,-6,-1
CSc1ncccc1C(=O)Nc1ccc(S(=O)(=O)Nc2nccs2)cc1,102,92,-6,96,9,1,-3,0

Some of the entries so far, with two lines to a compound.
Sequence of screens – RPL19A TOR yeast | LAP4 TOR yeast | ZTA DNA inh | MEP2 TOR yeast | EBNA-1 inh | AHR activator | proCasp7 act | procasp3 activ
CC(C)(C)NC(=O)CN(C(=O)C(=O)Nc1ccc2c(c1)OCCO2)C1CCCC1
  104 | 97 | -1 | 106 | -14 | 0 | 0 | 5
COc1ccc(CN2CCNC(=O)C2CC(=O)N(C)Cc2ccon2)c(OC)c1 (stereo unspecified)
  92 | 110 | 4 | 92 | -12 | 1 | -2 | -4
